From PubChem
EPAC1 agonist – activates human EPAC1 exchange factor; EPAC1 agonist qHTS, biochemical assay; response scale: 100% = response to 6.5 mM cAMP; O95398; Potency, µM (highest dose often 154 µM), for inactives: at the highest dose activation, usual class: activators; hit rate 0.073% among 360,000; note: potency is the fitted concentration of half-maximal effect; nearly all actives have a fitted effect of over 60% in size
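Fluorescent GDP-exchange assay: 100 nM EPAC1 with 250 nM Rap1B preloaded with BODIPY-GDP and 50 uM GDP; compounds tested as concentration series, 5 min at room temperature, then read every 5 min for 30 min (ex 480/em 540 nm); normalized to 6.5 mM cAMP.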
PI5P4K alpha inh – PI5P4K alpha (human) kinase inhibition; P48426; PI5P4Kalpha enzyme, ADP-Glo luminescence, 60 min; active compounds read low; max response, %; hit rate 1.2% among 330,000; AID 652105; active = max response of -50% or lower; inconclusive = between -30% and -50%; inactive = -30% or higher; note: value at the top dose of about 77 µM; % is set by controls: 0 for no effect and ±100 for the full control effect
Target sequence (P48426 whole entry, looked up): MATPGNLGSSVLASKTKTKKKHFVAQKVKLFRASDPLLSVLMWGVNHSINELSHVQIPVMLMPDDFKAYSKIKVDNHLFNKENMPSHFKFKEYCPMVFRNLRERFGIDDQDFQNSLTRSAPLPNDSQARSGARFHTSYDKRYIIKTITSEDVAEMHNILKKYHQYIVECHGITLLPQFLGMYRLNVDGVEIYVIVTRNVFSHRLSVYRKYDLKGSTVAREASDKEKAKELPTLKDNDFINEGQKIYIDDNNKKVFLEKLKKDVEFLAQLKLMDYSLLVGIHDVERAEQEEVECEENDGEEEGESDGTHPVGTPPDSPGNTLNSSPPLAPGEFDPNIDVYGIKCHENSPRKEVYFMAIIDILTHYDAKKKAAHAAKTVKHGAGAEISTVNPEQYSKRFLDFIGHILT
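Reactions run in 0.038 M HEPES pH 7.4, 0.28 mM EGTA, 0.1% CHAPS and 5% DMSO, with PI5P4Kalpha, substrate, compound and 5 microM ATP final, one hour at room temperature. Readout is ADP-Glo luminescence.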
PLK1 PBD inh – blocks phosphopeptide binding to human PLK1 polo-box domain; AID 720504; Plk1 PBD binding of FITC phosphopeptide, fluorescence polarization; hit rate 2.8% among 360,000; P53350; Potency, µM, inactives show max response, negative = inhibition, actives largely listed as inhibitors; note: potency is the fitted concentration of half-maximal effect; series mostly up to about 57 µM; % is set by controls: 0 for no effect and ±100 for the full control effect; nearly all actives have a fitted effect of over 65% in size
Target sequence (P53350 whole entry, looked up, the tested form may be a part): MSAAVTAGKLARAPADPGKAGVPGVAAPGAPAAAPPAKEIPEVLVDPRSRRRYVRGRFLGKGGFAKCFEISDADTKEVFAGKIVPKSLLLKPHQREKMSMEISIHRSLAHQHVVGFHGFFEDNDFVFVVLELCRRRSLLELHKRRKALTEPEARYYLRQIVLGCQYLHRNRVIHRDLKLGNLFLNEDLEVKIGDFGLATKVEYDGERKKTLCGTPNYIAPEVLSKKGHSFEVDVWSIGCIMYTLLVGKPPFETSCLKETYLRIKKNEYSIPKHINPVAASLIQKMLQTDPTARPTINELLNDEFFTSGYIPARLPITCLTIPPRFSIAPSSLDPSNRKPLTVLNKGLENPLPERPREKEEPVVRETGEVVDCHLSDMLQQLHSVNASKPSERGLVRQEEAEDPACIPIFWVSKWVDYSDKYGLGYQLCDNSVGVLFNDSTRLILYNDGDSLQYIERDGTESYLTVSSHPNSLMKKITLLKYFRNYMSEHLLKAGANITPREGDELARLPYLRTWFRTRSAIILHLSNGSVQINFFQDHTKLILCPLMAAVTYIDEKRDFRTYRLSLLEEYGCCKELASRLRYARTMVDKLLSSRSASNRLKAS
EPAC2 agonist – activates human EPAC2 exchange factor | Q8WZA2 | EPAC2 activation, biochemical qHTS; response scale: 100% = 6.5 mM cAMP response | Potency, µM (highest dose often 154 µM), for the others: top-dose activation, hits mostly activators | hit rate 0.079% among 360,000 | AID 720711; note: potency is the fitted concentration of half-maximal effect; nearly all actives have a fitted effect of over 50% in size
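Readout is BODIPY fluorescence (480 nm excitation, 540 nm emission), which falls as labeled GDP is exchanged off Rap1B. EPAC2 at 100 nM acted on 250 nM RAP1B-BODIPY-GDP with 50 uM GDP present.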
IL-2 act – activates IL-2 in a cell-based reporter assay; IL-2 activation reporter assay, cell-based qHTS; stimulated with anti-CD3/CD4/CD28 beads; in transgenic mouse T cells; activation, % (series mostly up to about 46 µM); hit rate 0.065% among 360,000; in the data active = activation above about 50%; inconclusive = mostly about 30% to 49%; note: 0% is about no effect
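EGFP and DsRed fluorescence is measured by plate cytometry in unstimulated transgenic mouse T cells exposed to compound for 60 minutes, then stimulated 18 hours at 37 degrees C with anti-CD3/anti-CD4 beads plus anti-CD28.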
WRN helicase inh – WRN helicase (human) inhibition; WRN helicase unwinding, fluorescent forked duplex, kinetic; Potency, µM (doses to about 114 µM), inactives show at the highest dose activity change, negative = inhibition, usual class: inhibitors; hit rate 0.46% among 360,000; note: potency is the fitted concentration of half-maximal effect; % is set by controls: 0 for no effect and ±100 for the full control effect; nearly all actives have a fitted effect of over 55% in size
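Fluorescence dequenching readout, ex 525 nm/em 598 nm, kinetic mode: forked duplex DNA (100 nM final) with adjacent fluorophore and quencher unwound by WRN (20 nM final) with 2 mM ATP. Compound preincubation 15 min, room temperature.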
CCT modulator – modulators of cytosolic chaperonin (CCT/TRiC) activity; purified chaperonin ATPase assay, HTRF ADP detection, 30 min; activity change, % (test concentration not listed), hits read low; hit rate 0.3% among 360,000; AID 651819; in the data active = activity change below about -30%; note: % is set by controls: 0 for no effect and ±100 for the full control effect
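ATPase activity: ADP formed was measured by HTRF Transcreener (665/615 nm ratio) after 30 min at 37 deg C with 10 uM ATP. Compounds screened at one 76 uM concentration against 40 or 20 nM TRiC in Tris pH 7.4/KCl/MgCl2/DTT buffer.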
EPAC1 antagonist – blocks human EPAC1 exchange factor; O95398; EPAC1 GEF assay, Rap1b-BODIPY-GDP exchange fluorescence; Potency, µM (titrated, usually from 115 µM), without a hit: at the highest dose activity change, negative = inhibition, usual class: inhibitors; hit rate 0.14% among 360,000; AID 720709;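 note: potency is the fitted concentration of half-maximal effect; plate controls were vehicle for no effect and positive control for full effect; nearly all actives have a fitted effect of over 50% in size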
Numbers without * were called inactive; [ ] = another dose, or the depositor's remark. Unless noted, calls come from the whole dose curve; as a rule, active = well fitted curve in the direction sought with a large enough effect; inconclusive = small, poorly fitted or top-dose-only effect, or another doubt; inactive = no such curve, though single readings can be large; an effect the other way counts as inactive or inconclusive. These rows are one share of the data. The share of hits here may be higher or lower than overall.

What do the screens show for `CC(=O)c1cccc(NC(=O)c2cc(-n3cnnc3)ccc2Cl)c1`?
EPAC1 agonist: 3%; PI5P4K alpha inh: 0; PLK1 PBD inh: -3%; EPAC2 agonist: 5%; IL-2 act: 0.0; WRN helicase inh: 0%; CCT modulator: 0.0; EPAC1 antagonist: -9%

How did CCCCCN(C(=O)CCC(=O)OCC(=O)NC1CCC(C)CC1)c1c(N)n(CCCC)c(=O)[nH]c1=O (configuration not stated) do in these assays?
EPAC1 agonist: -18%; PI5P4K alpha inh: 8; PLK1 PBD inh: -7%; EPAC2 agonist: -11%; IL-2 act: 0.7; WRN helicase inh: -5%; CCT modulator: -1.2; EPAC1 antagonist: -16%

What do the screens show for `O=C(CCC1CCN(C(=O)c2ccco2)CC1)NCc1ccc(F)cc1`?
EPAC1 agonist: 15%; PI5P4K alpha inh: 1; PLK1 PBD inh: -7%; EPAC2 agonist: 9%; IL-2 act: 0.0; WRN helicase inh: -20%; CCT modulator: -2.4; EPAC1 antagonist: -12%

Results for O=C(COc1cc2oc(=O)c3c(c2cc1Cl)CCCC3)N1C[C@H]2C[C@@H](C1)c1cccc(=O)n1C2 ?
EPAC1 agonist: -21%; PI5P4K alpha inh: -9; PLK1 PBD inh: -12%; EPAC2 agonist: 10%; IL-2 act: 1.9; WRN helicase inh: 1%; CCT modulator: -2.0; EPAC1 antagonist: -7%

How did COc1ccc(/C=N/NC(=O)c2ccc3nc[nH]c3c2)cc1OC do in these assays?
EPAC1 agonist: 0%; PI5P4K alpha inh: 7; PLK1 PBD inh: -7%; EPAC2 agonist: 7%; IL-2 act: -0.3; WRN helicase inh: -9%; CCT modulator: -4.8; EPAC1 antagonist: -6%

How did CCC(C)(C)n1nnnc1C(c1ccc(C)cc1)N1CCN(Cc2cccnc2)CC1 (configuration not stated) do in these assays?
EPAC1 agonist: 17%; PI5P4K alpha inh: -4; PLK1 PBD inh: -4%; EPAC2 agonist: 18%; IL-2 act: 0.8; WRN helicase inh: 0%; CCT modulator: -8.4; EPAC1 antagonist: -1%

Results for CCCCCCOc1ccc(OC(=O)c2cccnc2)cc1 ?
EPAC1 agonist: 0%; PLK1 PBD inh: 2%; EPAC2 agonist: -10%; IL-2 act: -2.2; WRN helicase inh: -19%; CCT modulator: -2.2; EPAC1 antagonist: -7%

Results for COc1ccc2c(CC(=O)OCC(=O)N3CCc4ccccc43)coc2c1 ?
EPAC1 agonist: 7%; PI5P4K alpha inh: -22; PLK1 PBD inh: 27µM*; EPAC2 agonist: 5%; IL-2 act: 2.9; WRN helicase inh: 0%; CCT modulator: -0.5; EPAC1 antagonist: -13%

How did Cc1cc(NC(=O)c2ccccc2Cl)ccc1NC(=O)c1ccccc1Cl do in these assays?
EPAC1 agonist: 5%; PI5P4K alpha inh: -5; PLK1 PBD inh: 7%; EPAC2 agonist: 0%; IL-2 act: 1.4; WRN helicase inh: 8%; CCT modulator: -1.7; EPAC1 antagonist: 13%

How did N=c1n(CC(=O)c2ccc([N+](=O)[O-])cc2)c2ccccc2n1Cc1ccccc1Cl do in these assays?
EPAC1 agonist: 3%; PI5P4K alpha inh: 0; PLK1 PBD inh: 0%; EPAC2 agonist: 1%; IL-2 act: -1.1; WRN helicase inh: -24%[57.1 µM]; CCT modulator: 0.2; EPAC1 antagonist: -17%

How did Cc1ccc(CNC(=O)CCN2C(=O)[C@@H]3Cc4ccccc4CN3C2=O)cc1 do in these assays?
EPAC1 agonist: -1%; PI5P4K alpha inh: -4; PLK1 PBD inh: -5%; EPAC2 agonist: 5%; IL-2 act: -0.2; WRN helicase inh: -4%; CCT modulator: -0.5; EPAC1 antagonist: inconclusive

What do the screens show for `CCOC(=O)c1oc2cc(O)ccc2c(=O)c1-c1ccccc1OC`?
EPAC1 agonist: 1%; PI5P4K alpha inh: -2; PLK1 PBD inh: -6%; EPAC2 agonist: 6%; IL-2 act: 0.9; WRN helicase inh: 5%; CCT modulator: -0.7; EPAC1 antagonist: 13%

What do the screens show for `CN(CC(=O)Nc1ccc(Cl)c(C(F)(F)F)c1)C(=O)c1cc(=O)[nH]c2ccccc12`?
EPAC1 agonist: -5%; PI5P4K alpha inh: 15; PLK1 PBD inh: -6%; EPAC2 agonist: -6%; IL-2 act: -3.2; WRN helicase inh: -7%; CCT modulator: -0.8; EPAC1 antagonist: -12%

How did CC(C)(C)c1ccc(OCC(=O)Nc2ccncc2)cc1 do in these assays?
EPAC1 agonist: -3%; PI5P4K alpha inh: -8; PLK1 PBD inh: -13%; EPAC2 agonist: -4%; IL-2 act: -0.4; WRN helicase inh: 7%; CCT modulator: -3.9; EPAC1 antagonist: 1%

What do the screens show for `CC(=O)Nc1ccc(C(=O)Nc2ccc3c(c2)OCO3)cc1`?
EPAC1 agonist: -5%; PI5P4K alpha inh: -4; PLK1 PBD inh: 3%; EPAC2 agonist: 9%; IL-2 act: -1.2; WRN helicase inh: 1%; CCT modulator: -0.2; EPAC1 antagonist: 0%

Results for COc1ccc(C2CC(c3ccc(Cl)cc3)=NN2C(=O)c2cccc([N+](=O)[O-])c2)cc1 (configuration not stated) ?
EPAC1 agonist: 10%; PI5P4K alpha inh: -8; PLK1 PBD inh: -18%; EPAC2 agonist: -3%; IL-2 act: -2.2; WRN helicase inh: -4%; CCT modulator: -4.0; EPAC1 antagonist: -17%

What do the screens show for `C[C@@H]1CN([C@H](C)CO)C(=O)CCCn2nncc2CO[C@H]1CN(C)C(=O)Nc1ccc(N2CCCCC2)cc1`?
EPAC1 agonist: -2%; PI5P4K alpha inh: 4; PLK1 PBD inh: -9%; EPAC2 agonist: 2%; IL-2 act: 2.6; WRN helicase inh: -7%; CCT modulator: 0.6; EPAC1 antagonist: -14%

Results for CN1c2ccccc2N(C)C1c1c(O)ccc2ccccc12 ?
EPAC1 agonist: 3%; PLK1 PBD inh: -3%; EPAC2 agonist: 6%; IL-2 act: -3.5; WRN helicase inh: 1%; CCT modulator: 0.4; EPAC1 antagonist: 18%

How did COCC(=O)N1CCC(Oc2ccc(C(=O)N3CCCCC3COC)cc2)CC1 (configuration not stated) do in these assays?
EPAC1 agonist: 11%; PI5P4K alpha inh: 1; PLK1 PBD inh: -13%; EPAC2 agonist: 8%; IL-2 act: -3.0; WRN helicase inh: -2%; CCT modulator: -1.5; EPAC1 antagonist: 5%

What do the screens show for `O=C(c1ccc(CS(=O)c2ccccc2Cl)o1)N1CCOCC1` (configuration not stated)?
EPAC1 agonist: 2%; PI5P4K alpha inh: -5; PLK1 PBD inh: -17%; EPAC2 agonist: -11%; IL-2 act: -1.2; WRN helicase inh: 10%; CCT modulator: 0.7; EPAC1 antagonist: 13%

What do the screens show for `CCOC(=O)c1ccc(S(=O)(=O)Nc2nc3cc(S(=O)(=O)NC4=NCCCCC4)ccc3s2)cc1`?
EPAC1 agonist: 4%; PI5P4K alpha inh: -54*; PLK1 PBD inh: 24µM*; EPAC2 agonist: 3%; IL-2 act: -2.6; WRN helicase inh: inconclusive; CCT modulator: 0.4; EPAC1 antagonist: -27%

Results for COc1ccc(NC(=O)N(C)C[C@H]2OCCCC[C@H](C)Oc3ccc(NC(=O)Nc4ccc5c(c4)OCO5)cc3C(=O)N([C@@H](C)CO)C[C@@H]2C)cc1 ?
EPAC1 agonist: -9%; PI5P4K alpha inh: -3; PLK1 PBD inh: 8%; EPAC2 agonist: -12%; IL-2 act: -3.2; WRN helicase inh: -2%; CCT modulator: 1.8; EPAC1 antagonist: -29%

What do the screens show for `O=C(NCCCN1CCCC1=O)c1nnc(Cc2c(F)cccc2Cl)o1`?
EPAC1 agonist: 4%; PI5P4K alpha inh: 3; PLK1 PBD inh: -1%; EPAC2 agonist: -16%; IL-2 act: 0.0; WRN helicase inh: 10%; CCT modulator: 0.4; EPAC1 antagonist: 17%

Results for O=C(O)c1ccccc1C(=O)NCCc1c(C(=O)O)[nH]c2ccc(F)cc12 ?
EPAC1 agonist: 11%; PI5P4K alpha inh: -10; PLK1 PBD inh: -18%; EPAC2 agonist: 2%; IL-2 act: 1.1; WRN helicase inh: -1%; CCT modulator: -0.5; EPAC1 antagonist: -3%

How did Nc1ccc(N2CCCCC2)c(Cl)c1 do in these assays?
EPAC1 agonist: 5%; PI5P4K alpha inh: -1; PLK1 PBD inh: -15%; EPAC2 agonist: 5%; IL-2 act: 0.7; WRN helicase inh: 0%; CCT modulator: 0.2; EPAC1 antagonist: -4%

Results for CCC1(c2ccccc2)NC(=O)N(CC(=O)N(C)CC(=O)Nc2cccc(OC)c2)C1=O (configuration not stated) ?
EPAC1 agonist: 2%; PI5P4K alpha inh: -1; PLK1 PBD inh: -3%; EPAC2 agonist: -3%; IL-2 act: 0.6; WRN helicase inh: -5%; CCT modulator: 0.9; EPAC1 antagonist: 8%

How did COCC(C)NC(=O)c1cc(-c2cccc(OC)c2)on1 (configuration not stated) do in these assays?
EPAC1 agonist: -2%; PI5P4K alpha inh: 9; PLK1 PBD inh: -1%; EPAC2 agonist: -4%; IL-2 act: 0.3; WRN helicase inh: 4%; CCT modulator: -0.5; EPAC1 antagonist: -12%

How did O=C(NCCc1ccccc1)c1ccc(NC(=O)c2cccnc2)cc1 do in these assays?
EPAC1 agonist: -9%; PI5P4K alpha inh: -5; PLK1 PBD inh: 2%; EPAC2 agonist: 1%; IL-2 act: 1.3; WRN helicase inh: 7%; CCT modulator: -2.3; EPAC1 antagonist: -19%

How did O=C1N(Cc2ccccc2)c2ccc(Br)cc2[C@]12C[C@H](O)CO2 do in these assays?
EPAC1 agonist: -2%; PI5P4K alpha inh: 5; PLK1 PBD inh: 2%; EPAC2 agonist: 5%; IL-2 act: -0.1; WRN helicase inh: -2%; EPAC1 antagonist: -6%

What do the screens show for `O=C(NCCCN1CCOCC1)C(C(=O)NCCCN1CCOCC1)c1ncc(C(F)(F)F)cc1Cl`?
EPAC1 agonist: -15%; PI5P4K alpha inh: -12; PLK1 PBD inh: -4%; EPAC2 agonist: 15%; IL-2 act: -0.2; WRN helicase inh: 9%; CCT modulator: 1.1; EPAC1 antagonist: 0%

How did Cc1cnc(C(=O)OCc2ccc(C#N)cc2)cn1 do in these assays?
EPAC1 agonist: -12%; PI5P4K alpha inh: 1; PLK1 PBD inh: 3%; EPAC2 agonist: 2%; IL-2 act: 1.2; WRN helicase inh: -21%; CCT modulator: -0.5; EPAC1 antagonist: -11%
